# Screens as filed in PubChem.
# CHO-K1 Ca ag: counter-screen for M1 agonists: effect in parental CHO-K1 cells. Fluo-8 calcium fluorescence; scaled to maximal ATP response, vehicle zero. activation, % at 3 µM. actives 0.48% (n = 360,000). AID 602248, 2012; in the data active means activation above about 15%;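 further: untransfected CHO-K1 host cells lacking M1 receptor as counterscreen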
# M1 antag: human M1 muscarinic receptor antagonists, primary screen, CHO-K1 cells, Fluo-8 calcium fluorescence, 1536-well; Muscarinic acetylcholine receptor M1 (Homo sapiens), P11229; CHO-K1 hM1, ACh EC80 antagonist; inhibition, % at 3 µM; actives 1.3% (n = 360,000); AID 588852, 2011;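 active means percent inhibition above its own plate's cutoff, namely the mean of that plate's compound wells plus 3 SD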;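 further: peak over basal fluorescence ratio during 140 s after agonist addition; 0% = ACh EC80 plus DMSO and 100% = DMSO alone without agonist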
# Target sequence (P11229 whole entry, looked up): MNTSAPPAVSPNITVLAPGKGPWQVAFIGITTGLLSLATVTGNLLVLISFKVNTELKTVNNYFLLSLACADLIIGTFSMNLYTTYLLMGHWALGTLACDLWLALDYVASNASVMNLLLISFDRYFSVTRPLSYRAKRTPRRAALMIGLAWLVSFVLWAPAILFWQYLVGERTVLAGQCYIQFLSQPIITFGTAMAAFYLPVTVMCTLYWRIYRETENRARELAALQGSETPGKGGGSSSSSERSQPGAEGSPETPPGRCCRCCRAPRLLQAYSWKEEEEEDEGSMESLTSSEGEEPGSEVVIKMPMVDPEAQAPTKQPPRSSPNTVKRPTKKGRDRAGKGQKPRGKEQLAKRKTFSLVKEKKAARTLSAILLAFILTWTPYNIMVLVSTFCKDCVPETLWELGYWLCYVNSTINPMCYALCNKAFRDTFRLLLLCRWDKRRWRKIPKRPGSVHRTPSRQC
# TAAR1 antagonist: human TAAR1 antagonists, primary screen, Fluo-8 calcium fluorescence, CHO RD-HGA16 cells; antagonist; Trace amine-associated receptor 1 (Homo sapiens), Q96RJ0; inhibition, % at 3 µM; actives 1.5% (n = 360,000);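 active means inhibition above a per-plate cutoff, the mean inhibition of test compounds on that plate plus 3 SD, cut at about 49% in these data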;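 further: 0% = DMSO plus EC80 beta-PEA response and 100% = DMSO alone without agonist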
# Target sequence (Q96RJ0 whole entry, looked up): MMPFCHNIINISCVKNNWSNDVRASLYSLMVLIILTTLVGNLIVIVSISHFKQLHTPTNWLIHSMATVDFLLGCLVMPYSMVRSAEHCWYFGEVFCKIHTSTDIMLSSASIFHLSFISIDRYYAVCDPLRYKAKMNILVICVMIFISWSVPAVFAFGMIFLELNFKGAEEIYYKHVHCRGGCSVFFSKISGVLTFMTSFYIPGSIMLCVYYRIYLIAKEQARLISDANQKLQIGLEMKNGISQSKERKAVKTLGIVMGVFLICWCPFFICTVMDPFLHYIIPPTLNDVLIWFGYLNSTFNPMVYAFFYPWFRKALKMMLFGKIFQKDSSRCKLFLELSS
#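 System: RD-HGA16 CHO cells with stable hTAAR1 and Gα16 | Probe or stimulus: EC80 β-phenethylamine stimulus | Dosing: 3 µM, single point | Times: Dye loading 75 min at 37 °C, then 30 min room temperature | Measured by: Fluo-8 calcium-sensitive fluorescence | Read-out basis: % inhibition of agonist calcium response | Replicates: n of 1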
# OXTR potentiator: human OXTR potentiators, primary screen, fluorescence, CHO-OTR cells, Fluo-8 calcium; Fluo-8 calcium fluorescence, potentiator mode; 0% = oxytocin EC15, 100% = EC100; activation, % at 3 µM; actives 0.061% (n = 320,000);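 active means activation above that plate's cutoff, the mean activation of tested compounds plus 3 SD, cut at about 6.6% in these data, passing the limit was not always enough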;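 further: 100% uses oxytocin at 75 nM as the full agonist control; some results filed as inactive read as strong as hits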
#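 System: human OTR in CHO cells; Also added: sub-maximal oxytocin, roughly EC15; Timing: compound 6 min at room temperature before oxytocin, 100 s read; Technique: Fluo-8 intracellular calcium fluorescence, ex 470-495, em 515-575 nm; Controls: oxytocin EC15 low and EC100 high; Replication: singlicate.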
# CHO-K1 Ca PAM: nonselective calcium activators in parental CHO-K1 cells, primary screen, counter-screen for M1 PAM project, cell-based, Fluo-8 calcium fluorescence, full deck, 1536-well; actives 0.02% (n = 360,000); activation, % at 3 µM; AID 602247, 2012; ATP EC20; 0% at ATP EC20, 100% at ATP max;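 active means activation above the run cutoff, the mean activation of all test compounds plus 3 SD, cut at about 40% in these data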;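 further: peak over basal fluorescence ratio in a 140 s read after ATP addition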
# CHO parental Ca: ATP-evoked calcium signal inhibitors, parental CHO, primary screen, counter-screen for OX1R antagonist project, cell-based, fluorescence, Fluo-8 calcium dye; parental CHO-K1, ATP-induced calcium, Fluo-8 fluorescence; inhibition, % at 5.6 µM; actives 0.63% (n = 330,000);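 active means inhibition above that plate's mean sample inhibition plus 3 SD, cut at about 26% in these data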;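 further: 0% = ATP-challenged DMSO wells and 100% = DMSO wells without ATP; some compounds past the cut are filed as inactive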
#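 Material – parental CHO cells · Reagent – ATP stimulus · Compound – single nominal dose of 5.6 µM per compound · Detection – Fluo-8 fluorescence · Read-out basis – percent inhibition of calcium signal · Controls – ATP-challenged DMSO wells low, unchallenged DMSO wells high · Repeats – no replicates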
# TAAR1 ag: human TAAR1 agonists, primary screen, Fluo-8 calcium fluorescence, CHO RD-HGA16 cells | Trace amine-associated receptor 1 (Homo sapiens), Q96RJ0 | vehicle wells 0%, saturating PEA agonist 100% | activation, % at 3 µM | actives 0.99% (n = 360,000) | AID 624467, 2012;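 active means activation above the mean activation of all test compounds in the run plus 3 SD, cut at about 38% in these data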
#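 Benchmarks: low control DMSO, high control PEA (EC100); System: CHO RD-HGA16 cells carrying human TAAR1 plus Gα16; Detection: Fluo-8 fluorescence, 5 s baseline then 140 s kinetic read; Schedule: 17-24 h plating, Fluo-8 75 min 37 °C, 30 min RT; Read-out basis: % activation from peak over basal fluorescence ratio, DMSO-to-PEA scaled.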
# M1 ag: human M1 muscarinic receptor agonists, primary screen, Fluo-8 calcium fluorescence, CHO-K1 cells, HTS. activation, % at 3 µM. actives 0.33% (n = 360,000). CHO-K1 hM1, agonist mode; 0% DMSO, 100% acetylcholine EC100;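 active means activation above the run's mean compound activation plus 3 SD, cut at about 16% in these data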;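 further: peak over basal fluorescence ratio within a 140 s kinetic read after compound addition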
# CHO-K1 Ca antag: M1 antagonist counterscreen hit in parental CHO-K1 cells; ATP-induced calcium, Fluo-8 fluorescence; inhibition, % at 3 µM; actives 0.6% (n = 360,000);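 active means inhibition above a per-plate cutoff, the plate's mean sample inhibition plus 3 SD, cut at about 24% in these data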;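 further: 0% = DMSO plus EC80 ATP and 100% = DMSO alone without ATP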
# * = called active by the depositor; · = no result given.
SMILES,CHO-K1 Ca ag,M1 antag,TAAR1 antagonist,OXTR potentiator,CHO-K1 Ca PAM,CHO parental Ca,TAAR1 ag,M1 ag,CHO-K1 Ca antag
Cc1ccnc(NS(=O)(=O)c2ccc(N3C(=O)Nc4ccccc4N3O)cc2)c1,0.3,7,7,-9,-7,6,0,-6,5
CN(C(=O)CSc1nc2ccccc2[nH]1)C1CCS(=O)(=O)C1 (stereo not given),3.1,1,-18,-7,20,-10,2,-2,-6
CCN1CCN(S(=O)(=O)c2ccc(-c3cc(C)no3)s2)CC1,3.4,-2,-5,-2,4,-3,0,-3,-12
COc1ccccc1C(=O)NC(=S)N1CCCc2ccccc21,0.2,-7,-16,-2,14,-5,-1,0,-12
Nn1cc(-c2ccccc2)nc1SCC(=O)NCC(F)(F)F,1.4,-10,-14,-8,16,-18,3,-2,-14
O=Nc1c2ccc[nH]c-2c2ccc([N+](=O)[O-])cc12,-0.4,-8,0,1,6,-5,14,-2,0
O=S(=O)(c1ccc(Cl)c(S(=O)(=O)N2CCCC2)c1)N1CCCC1,1.5,38*,-18,0,8,-8,6,-5,-13
S=c1[nH]nc(-c2ccncc2)n1/N=C/C=C/c1ccccc1,0.6,-12,-7,-5,15,-20,3,3,-9
O=C(CNC(=O)c1ccccc1)NCCO,-0.2,4,6,-13,-7,2,1,-4,10
Cc1ccc(CNc2ncccc2-c2nc3cc(Cl)ccc3o2)cc1,0.4,-7,16,0,15,-18,1,-5,-8
COc1ccccc1C1/C(=C(\O)c2ccc3c(c2)OCCO3)C(=O)C(=O)N1Cc1cccnc1 (stereo not given),-0.3,-4,-16,-3,7,-5,-1,-1,2
CCc1ccccc1N(C)S(=O)(=O)c1ccc2[nH]cc(C(=O)N3CCc4ccccc43)c(=O)c2c1,1.8,23,57*,-13,-9,-11,9,-5,12
COc1ccc(CCNC(=O)C(=O)NCC2OCCN2S(=O)(=O)c2ccc(C)cc2)cc1 (stereo not given),4.0,6,26,-8,5,-16,6,0,-2
CCN(CC)S(=O)(=O)c1cccc(C(=O)N[C@H](C(=O)NCc2ccc(Cl)cc2)C(C)C)c1,2.5,-12,20,-13,17,-44,7,-3,-1
O=C(OCC(=O)N1CCCc2ccccc21)c1ccc(S(=O)(=O)C(F)F)cc1,2.1,-16,1,-11,-6,-1,11,-3,-2
COc1ccc(NC(=O)Nc2cccnc2)c(OC)c1,0.1,-1,-2,-1,4,-6,8,-3,-15
CC(=O)C1CCC2C3CC=C4N(C)C(=O)CCC4(C)C3CCC12C (stereo not given),-0.3,3,-13,·,-6,·,1,-1,-5
Cc1c(C(c2ccc(F)cc2)c2c(C)n(C)n(-c3ccccc3)c2=O)c(=O)n(-c2ccccc2)n1C,0.5,-16,-13,-3,12,-4,4,-6,-1
O=C(NCCc1c[nH]c2ccccc12)c1ccc([N+](=O)[O-])o1,1.7,-8,16,·,17,·,1,-3,-12
Cc1ccc(S(=O)(=O)Nc2cccc(C(=O)NC3CCN(Cc4ccccc4)CC3)c2)cc1F,2.9,22,-6,-18,-14,-23,10,-6,8

# Arranged by value in OXTR potentiator (high to low): five of the compounds above.
Molecule	OXTR potentiator
COc1ccc(NC(=O)Nc2cccnc2)c(OC)c1	-1
CN(C(=O)CSc1nc2ccccc2[nH]1)C1CCS(=O)(=O)C1 (stereo not given)	-7
Nn1cc(-c2ccccc2)nc1SCC(=O)NCC(F)(F)F	-8
O=C(CNC(=O)c1ccccc1)NCCO	-13
Cc1ccc(S(=O)(=O)Nc2cccc(C(=O)NC3CCN(Cc4ccccc4)CC3)c2)cc1F	-18

# Some entries already given, reduced to M1 antag, CHO parental Ca and CHO-K1 Ca PAM.
SMILES,M1 antag,CHO parental Ca,CHO-K1 Ca PAM
Cc1c(C(c2ccc(F)cc2)c2c(C)n(C)n(-c3ccccc3)c2=O)c(=O)n(-c2ccccc2)n1C,-16,-4,12
O=C(NCCc1c[nH]c2ccccc12)c1ccc([N+](=O)[O-])o1,-8,·,17

# (cont.)
SMILES,CHO-K1 Ca ag,M1 antag,TAAR1 antagonist,OXTR potentiator,CHO-K1 Ca PAM,CHO parental Ca,TAAR1 ag,M1 ag,CHO-K1 Ca antag
COc1ccc(S(=O)(=O)N2CCCC(C(=O)NC3CCCC3)C2)cc1OC (stereo not given),2.2,-16,-1,-7,15,-12,0,-2,-9
N=c1c(-c2nc3ccccc3[nH]2)cc(C(=O)c2cccs2)nn1-c1ccccc1,3.5,7,·,-7,8,-12,·,-4,3
COc1ccc(C2=NS(=O)(=O)N(C)C(C(=O)Nc3ccc4c(c3)OCO4)=C2)cc1OC,5.6,20,47,-10,10,7,14,0,-4
CN(Cc1nc(-c2ccccc2)no1)C1CCOCC1,1.1,-13,5,0,15,12,-2,-3,-8
CN1CCN(C(=O)/C=C/c2ccc(Cl)cc2)CC1,-0.3,-5,-9,-5,-1,-22,7,-6,8
NS(=O)(=O)c1ccc(CCN=Cc2ccccc2O)cc1,0.5,-13,-3,0,21,-2,1,-5,-3
O=C(Nc1ccc2c(c1)OCCO2)c1ccc(S(=O)(=O)N2CCCCC2)cc1,2.9,-7,-3,-3,22,-5,9,-5,-2
Cc1nn(-c2ccccc2)c(N2CCCC2)c1/C=N/NC(=O)c1cc(-c2cccnc2)nc2ccccc12,2.2,20,51*,-5,-7,-21,10,-2,23
Cc1c(NC(=O)CSc2nnnn2-c2ccc(C(=O)O)cc2)c(=O)n(-c2ccccc2)n1C,-0.4,10,-6,-9,-18,3,0,-1,18
COc1ccc(C(=O)OC(C)CN2CCOCC2)cc1 (stereo not given),0.3,-8,-13,-15,-4,-9,-1,-6,-10
CCc1nc2ccc(C(=O)Nc3ccc(OC)c(OC)c3)cn2c1N(C)C(=O)Cc1ccccc1,1.5,-8,-7,·,15,·,3,-6,-6
CC/C(=N\O)c1c(O)c2c(n(-c3ccccc3)c1=O)CCCC2,0.0,-2,-4,-1,4,-14,2,-4,3
COc1cccc(C2c3c(oc4ccc(F)cc4c3=O)C(=O)N2CCN2CCOCC2)c1OC (stereo not given),0.4,-2,-17,-3,6,-12,4,-4,3
COC(=O)c1c[nH]c2c1-c1cc(C(=O)OCc3ccccc3)n(S(=O)(=O)c3ccc(C)cc3)c1C(=O)C2=O,0.3,0,-4,·,5,·,0,-1,-9
COc1ccc(NC(=O)C2CCN(S(C)(=O)=O)CC2)cc1OC,2.3,-19,-1,-4,25,4,1,0,-4
CCc1nnc(NC(=O)c2cccc(NC(=O)C(C)C)c2)s1,0.8,-14,3,-12,13,-1,1,4,-15
CN(NC(=O)NN)c1ncc(C(F)(F)F)cc1Cl,0.2,-11,-12,-6,-8,-8,7,-3,14
CC(=O)NC1CC2CCCC(C1)N2CC(=O)Nc1ccccc1 (stereo not given),0.2,-1,-4,-11,-4,-4,2,3,3
COc1ccc(NC(=O)C2c3cc(OC)c(OC)cc3C(=O)N(C)C2c2cccnc2)cc1OC (stereo not given),0.8,-1,6,-8,18,-7,0,-1,-9
CC1CCN(C(=O)c2ccc3ccccc3c2)CC1,-0.7,-10,5,3,14,-10,-2,-3,-3
O=C(NCc1ccncc1)c1cccc(S(=O)(=O)Nc2ccc(SC(F)F)cc2)c1,1.5,20,28,-12,-16,10,10,0,9
Cc1nc(NC(=O)CSc2nnnn2C)sc1C,-0.2,-9,-3,-9,-5,10,11,-1,13
CCCN(CC(=O)Nc1ccccc1C)C(=O)/C=C/c1ccc(OCC)c(OC)c1,0.5,-8,-10,-1,-7,-29,-3,-3,-6
COc1ccc2c(c1)OC13CCCCC1C2C(C(=O)c1ccccc1)C(=O)N3 (stereo not given),-0.1,-12,16,7,14,-11,3,0,-3
Cc1cc(C)cc(N(CC(=O)N2CCN(Cc3ccccc3)CC2)S(=O)(=O)c2c(C)noc2C)c1,0.5,-10,1,-8,15,-4,1,-1,-3
CN(C)C(CNC(=O)c1cccc(S(=O)(=O)Nc2ccc(Br)cc2)c1)c1ccco1 (stereo not given),1.5,0,14,-11,-11,-15,17,-5,4
COc1ccc(OC)c(NC(=O)Cn2cc(C(=O)c3ccco3)c3ccccc32)c1,3.5,2,38,-8,25,-11,2,-4,-29
Cc1ccc(C(c2sc3nc(C)nn3c2O)N2CC(C)OC(C)C2)cc1 (stereo not given),-0.5,-4,7,-12,1,-9,2,-5,0
O=C(NN=C1CCCCCC1)C(=O)Nc1cccc(Br)c1,0.7,-1,-10,-4,3,-9,4,-4,2
c1ccc2scnc2c1,-0.3,-11,-4,·,5,·,0,-2,-8
C/C(=N\Nc1ccc(Cl)cc1)c1c(O)cc(C)oc1=O,3.6,8,12,-6,11,-20,3,-5,2
C[C@@H]1CN([C@H](C)CO)C(=O)CCCn2cc(nn2)CO[C@H]1CN(C)C(=O)CCC(F)(F)F,0.7,-8,-9,·,21,·,2,0,2
CCc1nc2ccc(C(=O)NCc3ccccc3OC)cn2c1N(C)Cc1ccc(OC)cc1,1.8,8,51*,·,3,·,-3,-8,-7
Cc1nn(-c2ccccc2)nc1C(=O)Nc1nnc(C(F)(F)F)s1,8.5,-4,-13,-14,8,-3,4,4,-7
C[C@H](NC(=O)c1nc[nH]c1C(=O)N[C@@H](C)C(=O)OCc1ccccc1)C(=O)OCc1ccccc1,0.0,-1,58*,-10,-9,-25,6,-5,6
O=C(Nc1c(F)c(F)c(F)c(F)c1F)NC1CCCCC1,0.4,4,21,-10,-3,-12,10,-3,23
O=C(Nc1ccn(CCCNCC2CCCO2)c(=O)n1)OCc1ccccc1 (stereo not given),0.6,-9,-24,·,7,·,4,-6,-6
c1ccc(C2=Nn3c(nnc3-c3cccs3)SC2)cc1,1.6,-6,10,-8,9,-2,0,-2,4
CN(Cc1nc2c(s1)CCCC2)C(=O)CCc1nnc(-c2ccccc2)o1,1.2,3,5,3,17,-21,9,-6,-10
Cc1ccc2c(CC(=O)Nc3ccc4nc(N5CCOCC5)sc4c3)coc2c1,0.1,-19,-26,·,-1,·,3,1,3
O=C(CSc1nnnn1C1CCCCC1)Nc1ccccc1F,1.4,-7,13,-15,24,7,-1,0,-16
